Compound activity: PubChem BioAssay, several laboratories
Neddylation inh = inhibitors of human cullin neddylation | AID 651699 | TR-FRET cullin neddylation, biochemical | P61081+Q13564 | calls only at 25 µM | 360,000 tested, 0.58% active; in the data active means inhibition above about 36%
CendR NRP1 mod = alters CendR peptide binding to human NRP-1; FAM-RPARPAR peptide binding to NRP-1, fluorescence polarization; 360,000 tested, 0.85% active; inhibition, % at 25 µM;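 active means inhibition or corrected inhibition above about 18%, plus a signal ratio from 0.5 to 1.5, limit read from the data, passing the limit was not always enough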; further: strong numbers were not always called active
Target sequence (O14786 whole entry, looked up): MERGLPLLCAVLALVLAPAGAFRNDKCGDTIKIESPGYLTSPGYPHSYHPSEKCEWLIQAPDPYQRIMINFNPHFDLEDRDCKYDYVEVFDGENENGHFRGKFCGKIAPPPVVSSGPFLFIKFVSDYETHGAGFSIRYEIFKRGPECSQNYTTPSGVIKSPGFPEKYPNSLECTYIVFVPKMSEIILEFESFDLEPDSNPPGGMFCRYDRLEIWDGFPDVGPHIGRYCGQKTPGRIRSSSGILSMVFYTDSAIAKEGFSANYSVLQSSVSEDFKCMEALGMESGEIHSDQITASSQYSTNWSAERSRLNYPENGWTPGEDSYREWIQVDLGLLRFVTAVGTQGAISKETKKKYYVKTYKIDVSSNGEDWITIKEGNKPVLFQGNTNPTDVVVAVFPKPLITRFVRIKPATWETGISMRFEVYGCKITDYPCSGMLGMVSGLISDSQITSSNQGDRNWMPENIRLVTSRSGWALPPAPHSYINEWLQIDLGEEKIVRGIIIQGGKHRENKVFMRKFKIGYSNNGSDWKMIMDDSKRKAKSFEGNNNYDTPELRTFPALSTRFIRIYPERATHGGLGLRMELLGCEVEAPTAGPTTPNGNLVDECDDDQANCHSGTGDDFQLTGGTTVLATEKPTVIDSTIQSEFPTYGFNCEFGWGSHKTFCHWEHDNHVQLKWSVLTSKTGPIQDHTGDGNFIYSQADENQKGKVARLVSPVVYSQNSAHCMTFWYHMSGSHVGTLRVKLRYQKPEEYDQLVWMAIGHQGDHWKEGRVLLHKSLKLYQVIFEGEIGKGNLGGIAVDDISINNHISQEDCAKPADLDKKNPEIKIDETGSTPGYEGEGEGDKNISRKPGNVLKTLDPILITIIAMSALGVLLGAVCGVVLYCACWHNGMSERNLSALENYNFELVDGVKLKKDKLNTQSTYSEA
MsrA inh = bovine MsrA inhibition | purified bovine MsrA, absorbance read-out | inhibition, % at 15.5 µM | 360,000 tested, 0.75% active | AID 651718; in the data active means inhibition above about 4.5%;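 further: 0% = vehicle wells with enzyme and 100% = reference inhibitor wells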
MsrA act = activates bovine MsrA enzyme; activation, % at 10.6 µM; AID 602163; 360,000 tested, 0.3% active; purified bovine MsrA, absorbance read-out; in the data active means activation above about 7.5%;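 further: 0% = vehicle and 100% = reference activator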
MT1-MMP act inh = MT1-MMP (human) activation inhibition; HT1080 RFP-PRO-GFP cells, GFP/RFP ratio fluorescence, overnight; percent of plate control window, DMSO zero; 360,000 tested, 0.061% active; GFP/RFP ratio change, % at 20 µM;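 active means GFP/RFP ratio change of at least 30% with cell ATP level not reduced by more than half and red fluorescence within 50% of control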; further: strong numbers were not always called active
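Assay system – RFP-PRO-GFP reporter HT1080 cells · Compound dosing – single dose of 20 µM compound, 1% DMSO final · Incubation – overnight compound exposure at 37 °C · Measure – GFP/RFP fluorescence ratio · Benchmarks – DMSO wells and RFP-L50D-GFP cells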
eLon inh = inhibits E. coli Lon protease; P0A9M0; 360,000 tested, 0.42% active; purified E. coli Lon protease, fluorescence polarization; AID 602123; inhibition, % at 7.94 µM; in the data active means inhibition above about 13%, passing the limit was not always enough;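 further: 0% = enzyme with probe and DMSO and 100% = no enzyme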
FAS-TE inh = inhibitors of human fatty acid synthase thioesterase domain. 360,000 tested, 0.67% active. AID 602261. recombinant FAS-TE, OMFH fluorogenic substrate, fluorescence endpoint. inhibition, % at 15 µM. P49327;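 active means compounds whose normalised, plate-corrected inhibition of enzyme fluorescence in the single-dose primary screen is 50% or more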;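 further: 0% = DMSO with enzyme and 100% = substrate without enzyme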
Rin1 Abl inh = blocks binding of human Rin1 to Abl; P00519+Q13671; inhibition, % at 7.35 µM; 360,000 tested, 0.4% active; TR-FRET Rin1/Abl binding, biochemical; in the data active means inhibition above about 5%, passing the limit was not always enough
SKN-1 inh = C. elegans SKN-1 inhibition; C. elegans VP596 Pgst-4::GFP/RFP ratio, acrylamide-induced, 24 h; 360,000 tested, 0.49% active; inhibition, % at 21.8 µM;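 active means interference check ratio from 0.5 to 1.5 plus GFP to RFP signal ratio inhibition reaching or exceeding a fixed threshold, cut at about 30% in these data, passing the limit was not always enough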; further: some compounds called inactive have numbers as strong as hits
* = called active by the depositor; i = inactive; x = no result given.

SMILES	Neddylation inh	CendR NRP1 mod	MsrA inh	MsrA act	MT1-MMP act inh	eLon inh	FAS-TE inh	Rin1 Abl inh	SKN-1 inh
CC(NC(=O)COC(=O)c1ccc(N(C)C)cc1)c1ccccc1 (configuration not stated)	i	16.0	2.9	-5.5	0.3	-11.6	-3.8	4.3	0.7
COc1ccccc1NS(=O)(=O)c1cc(NC(=O)c2cc(F)c(F)c(F)c2F)ccc1N1CCOCC1	i	8.8	-0.1	-2.5	1.6	4.5	38.9	2.2	3.9
CCc1ccccc1NC(=O)Nc1cccc(F)c1	i	-1.4	-0.4	2.9	1.7	-4.8	2.7	0.2	8.3
CCN(CC)c1nc(Nc2ccccc2)nc(Oc2ccc(=O)[nH]n2)n1	i	9.2	1.4	-0.8	5.8	7.6	0.8	-1.4	-9.1
Clc1ccccc1-c1nnc2sc(-c3ccc(Br)o3)nn12	i	3.6	0.5	-5.4	-3.0	-6.1	2.9	-3.1	-25.1
COc1ccccc1C(=O)NCCC(=O)Nc1ncccc1O	i	5.8	0.7	-1.8	-5.7	6.1	-6.3	-4.0	18.6
O=C(CNC(=O)c1cccc(F)c1)N/N=C/C=C/c1ccccc1	i	9.9	1.5	-2.4	-1.5	16.9*	0.1	-2.1	0.8
CN(CC(=O)Nc1cccc(S(=O)(=O)N2CCOCC2)c1)CC(=O)Nc1ccc(Cl)c(C(F)(F)F)c1	i	-3.3	-1.3	-2.3	-8.1	-8.8	27.0	-2.5	-0.9
Cc1ccc(C)c(OCC(O)CN2CCN(CCN3C(=O)c4cccc5cccc(c45)C3=O)CC2)c1 (configuration not stated)	i	3.9	0.2	-8.3	7.9	0.1	0.8	-6.3	2.1
COc1ccccc1-c1cc(C(=O)Nc2c(F)cc(F)cc2Br)no1	i	-7.1	0.5	-12.7	-3.2	-1.7	19.5	0.8	-14.3
Cc1cc(C(=O)N2CC(C)CC(C)C2)c(C)o1 (configuration not stated)	i	4.9	0.9	-4.0	0.3	-7.0	-0.5	0.1	10.3
COc1cc2c(cc1N/C=C(\C#N)c1nc(-c3ccc(F)cc3)cs1)oc1ccccc12	i	5.4	-0.2	-2.9	-14.6	-11.1	0.8	-0.8	-2.5
COc1nc(Nc2cccc(F)c2)nc(OC)n1	i	-2.6	-0.1	-8.0	1.4	-2.6	-4.3	2.6	-10.7
Nc1nc2c(c(=O)[nH]1)C(c1cccc3ccccc13)C1=C(N2)c2ccccc2C1=O (configuration not stated)	i	1.2	-0.9	-3.3	-13.6	6.7	-2.4	-2.1	9.9
CC(C)NC(=O)c1c(CSc2ccccc2)noc1C(=O)NCc1ccccc1	i	32.1*	-0.3	-3.0	-1.2	-5.0	18.5	3.7	22.3
CCNC(=O)C1(C)CCCN(C(=O)c2cc(C)n(C(C)(C)C)n2)C1 (configuration not stated)	i	0.0	0.0	0.2	1.7	-3.6	-9.5	0.8	-5.8
O=C(COc1ccccc1)Nc1cccc(-c2nnc(-c3ccccc3)o2)c1	i	-16.4	0.4	-4.0	10.5	-7.7	19.7	0.2	-18.1
Cc1c(NC(=O)C(C)Sc2n[nH]c(N)n2)c(=O)n(-c2ccccc2)n1C (configuration not stated)	i	0.3	-0.1	-3.3	2.7	-0.2	-3.8	-2.4	-6.1
Clc1cccc(CSc2ncn(-c3ccccc3)n2)c1	i	-8.3	-0.7	-4.5	-1.4	-6.0	27.1	-4.5	49.2*
CC(C)(C)c1ccc(S(=O)(=O)N2CCN(c3ccccn3)CC2)cc1	i	2.4	-0.2	-1.5	0.1	9.8	7.6	-0.1	29.4
CCSc1nnc(NC(=O)COc2ccccc2[N+](=O)[O-])s1	i	5.3	0.6	6.6	-3.8	-8.9	-3.5	5.0	-6.9
Cn1c(=O)[nH]c(=O)c2c1nc(NN)n2CCOc1ccccc1	i	-21.5	2.3	-2.1	-5.2	-13.4	1.9	1.6	-2.4
CC(C)C(=O)Nc1ccc2oc(-c3cc(F)c(F)cc3Cl)nc2c1	x	-9.9	0.1	-3.0	2.4	-7.1	0.6	1.6	-21.9
O=C1C=C(c2n[nH]nc2-c2ccccc2)C[C@@H](c2ccc(F)cc2)C1	i	-1.4	0.7	-1.8	2.5	-11.2	-45.2	-3.3	8.0
CCOC(=O)C(=O)Nc1sc(C(=O)N(CC)CC)c(C)c1C#N	i	-2.0	1.1	-3.2	0.1	2.3	-4.2	0.6	-5.5
O=C(Nc1ccc(Cl)cc1F)C1CC1	i	-1.9	1.1	-2.7	-0.8	-6.8	-7.0	-2.8	6.9
CCN(c1ccc(NC(=O)COC(=O)CCc2cc(OC)c(OC)c(OC)c2)cc1)C(C)C	i	-3.1	0.8	-9.7	0.8	2.2	2.4	0.8	8.6
COC(=O)c1ccc(Oc2c(C)oc3c(CN4CCN(C)CC4)c(O)ccc3c2=O)cc1	x	0.2	2.5	-12.1	-1.0	-2.2	-3.3	0.7	-4.5
CCc1nc2ccccc2c(C(=O)OCC(=O)N(CCOC)c2c(N)n(Cc3ccccc3)c(=O)[nH]c2=O)c1C	i	-4.3	-1.0	-2.9	-17.5	0.4	-5.5	0.3	41.1*
COC(=O)c1cc(NS(=O)(=O)c2ccc3c(c2)CCC(=O)N3)cc(C(=O)OC)c1	i	-7.0	-0.3	-10.6	1.2	-21.7	-7.6	-2.7	-9.6
CC1(C(=O)NS(=O)(=O)Cc2ccccc2C(F)(F)F)CCN1C(=O)C/C=C/c1ccccc1 (configuration not stated)	i	-11.4	-0.8	-2.8	11.1	3.0	-6.4	1.9	21.8
COc1ccc(-n2c(SCC3CNC(=O)O3)nnc2-c2ccc(Cl)cc2)cc1 (configuration not stated)	i	1.0	-0.5	0.0	-7.2	-4.0	-4.3	4.2	-8.1
Cc1c(Cc2ccccc2)c(=O)oc2cc(OCC(=O)N3CCC(C(N)=O)CC3)ccc12	x	-7.1	1.1	-3.7	-0.6	-6.5	-4.7	-1.9	-7.7
COc1cccc(C2C(C(N)=O)=C(C)Nc3nc(-c4cccc(Cl)c4)nn32)c1 (configuration not stated)	i	-4.0	-1.4	-1.0	1.8	0.7	1.8	-1.7	-4.8
CCN1C(=O)N[C@@H](c2ccc(Br)cc2)C(C(=O)OC)=C1C	i	2.1	1.8	-1.1	1.6	3.5	-4.3	1.9	27.7
Cc1c(OCC(=O)NCCCN2CCOCC2)ccc2c(-c3ccccc3)cc(=O)oc12	i	8.5	2.2	-1.8	-0.7	9.2	-0.7	-5.4	8.4

Two compounds from above, limited to Neddylation inh:
| structure | Neddylation inh |
| --- | --- |
| Cc1cc(C(=O)N2CC(C)CC(C)C2)c(C)o1 (configuration not stated) | i |
| COc1cc2c(cc1N/C=C(\C#N)c1nc(-c3ccc(F)cc3)cs1)oc1ccccc12 | i |

Single entries from above:
Cc1c(Cc2ccccc2)c(=O)oc2cc(OCC(=O)N3CCC(C(N)=O)CC3)ccc12 in FAS-TE inh = -4.7
COc1ccccc1C(=O)NCCC(=O)Nc1ncccc1O in FAS-TE inh = -6.3
COc1ccccc1NS(=O)(=O)c1cc(NC(=O)c2cc(F)c(F)c(F)c2F)ccc1N1CCOCC1 in Rin1 Abl inh = 2.2
COC(=O)c1cc(NS(=O)(=O)c2ccc3c(c2)CCC(=O)N3)cc(C(=O)OC)c1 in SKN-1 inh = -9.6
CCN(CC)c1nc(Nc2ccccc2)nc(Oc2ccc(=O)[nH]n2)n1 in MsrA inh = 1.4

Following part
SMILES	Neddylation inh	CendR NRP1 mod	MsrA inh	MsrA act	MT1-MMP act inh	eLon inh	FAS-TE inh	Rin1 Abl inh	SKN-1 inh
CC1COC(c2cccn2Cc2ccccc2Cl)=N1 (configuration not stated)	i	-12.2	1.4	-6.3	6.3	-20.3	9.4	1.1	-21.4
Cc1nc(CS(=O)(=O)c2ccccc2)cc(Sc2ccc(Cl)cc2)n1	i	2.2	0.1	-5.2	-1.2	3.5	2.6	-1.3	5.1
CC(O)CNc1ccc(-c2n[nH]c(=O)c3ccccc23)cc1[N+](=O)[O-] (configuration not stated)	i	9.0	-0.6	-10.1	3.0	-1.7	-5.6	-3.3	-7.7
CNC(=O)NC(=O)C(C)OC(=O)CCCSc1nc2ccccc2s1 (configuration not stated)	i	8.0	-0.4	-3.1	1.4	-5.0	-5.1	-0.9	4.9
O=C(Nc1nn[nH]n1)c1ccc(S(=O)(=O)N2CCCCC2)cc1	i	2.7	-0.9	-2.4	2.5	0.5	-4.0	-0.5	11.8
CCOc1ccccc1N1CCN(C(=O)c2cc3cc(OC)ccc3[nH]2)CC1	i	-4.5	x	-7.4	0.5	-0.2	4.6	-0.2	-22.9
S=c1[nH]c(-c2ccccc2)cn1-c1ccccc1	i	-7.9	0.8	-0.4	2.0	-2.8	-1.9	2.1	8.1
COc1ccc([C@@H]2[C@@H]3C(=O)N(C(C)(C)C)C(=O)[C@@H]3[C@]3(CC(C)C)C(=O)N(c4cccc(Br)c4)C(=O)N23)cc1	i	3.5	-0.1	-6.7	-4.2	0.3	57.9*	3.8	-1.1
COc1ccc(-n2ncc3c(NCCN4CCOCC4)ncnc32)cc1	i	-0.6	x	-3.5	2.8	-4.8	-5.8	5.2	2.4
COc1ccccc1-c1noc(CCC(=O)Nc2cccnc2)n1	i	-4.0	0.0	-1.2	4.2	-0.6	-6.4	-4.0	-2.1
O=C(c1cccc(S(=O)(=O)N2CCOCC2)c1)N1CCN(C/C=C/c2ccccc2)CC1	i	-5.9	0.1	-7.9	-1.2	12.4	-8.4	0.1	-9.6
COc1ccc(NC(=O)CN(C)C(=O)c2ccc3c(c2)S(=O)(=O)N=C2CCCCCN23)cc1	i	17.7	-0.6	-2.1	-1.1	-5.8	-1.5	0.0	-11.2
CC1=CC(C)(C)Nc2ccc(OC(=O)C(Cc3ccccc3)N3C(=O)C4CCCCC4C3=O)cc21 (configuration not stated)	i	3.3	-0.4	-0.3	-3.2	1.6	-0.2	1.6	-4.9
CC(Sc1ncccn1)C(=O)NC1(C#N)CCCCC1 (configuration not stated)	i	25.7*	-1.5	-5.9	2.0	0.7	-5.9	-0.9	-9.5
COc1cc(NC(=O)Cn2c(=O)n(CC3CCCO3)c(=O)c3ccccc32)cc(OC)c1 (configuration not stated)	i	2.7	-0.3	-4.1	2.9	14.4	1.4	-1.9	-8.4
Cc1c(NC(=O)COC(=O)c2cccc(F)c2)c(=O)n(-c2ccccc2)n1C	i	11.7	1.7	-3.5	4.8	2.1	-8.2	-2.2	16.9
CCN(C[C@H]1N[C@@](C)(C(=O)OC)[C@H]2C(=O)N(Cc3ccccc3)C(=O)[C@@H]12)C(=O)Nc1ccc(OC)cc1	i	8.9	0.6	0.2	0.6	5.8	-5.9	-1.6	24.9
COc1ccc(C2(C)NC(=O)N(CC(=O)c3ccc4c(c3)OCO4)C2=O)cc1 (configuration not stated)	i	3.9	1.1	-1.0	-1.1	1.2	0.7	0.1	3.0
CC1(C(=O)N2CCC(CC3CC(c4ccc(Cl)cc4)=NO3)(C(=O)NCC3CCCCC3)CC2)CC1 (configuration not stated)	i	5.4	-0.8	1.3	-3.9	3.2	23.4	2.3	-4.9
CCOc1ccc(NC(=O)c2cc3n(n2)C(C(F)(F)F)CC(c2ccco2)N3)cc1 (configuration not stated)	i	-13.8	-1.0	-5.4	1.9	-11.7	7.9	1.1	-13.6
CC(=O)C1=C(C)NC(=O)NC1c1cccc([N+](=O)[O-])c1O (configuration not stated)	i	6.8	0.4	-3.1	2.3	-2.8	-1.7	0.2	-6.9
O=C(c1cc2ccccc2[nH]1)N1O[C@@H]2C=C[C@H]1C2	i	-0.8	0.1	-1.9	3.1	1.6	-4.3	0.3	-1.5
CC(C)C[C@H](NC(=O)N1CCN(c2ccccc2)CC1)C(=O)O	i	5.1	0.9	-2.8	-4.7	-11.9	-10.8	0.2	16.5
COc1cccc(-c2cc3nc(-c4ccccc4)cc(N4CCCC(O)C4)n3n2)c1 (configuration not stated)	i	6.2	0.3	-5.6	2.9	3.1	17.9	-0.9	0.3
